High-throughput results from PubChem BioAssay.
CRFBP-R2 block: CRF-BP/CRF-R2 complex antagonism; inhibition, % at 11.8 µM; hit rate 0.59% among 350,000; HEK293 CRF-R2/CRF-BP, CRF-induced calcium fluorescence;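 active means inhibition of the ligand-induced calcium signal above about 50% at the single tested concentration, limit read from the data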
pCIP destab: lowers stability of the mouse p/CIP coactivator protein. Q05BA5. F442A p/CIP-EGFP cells, EGFP fluorescence, 16 h. decrease of EGFP signal, % at 10 µM. hit rate 0.01% among 290,000;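 active means EGFP signal decrease of at least 30% at 10 µM or well 3 SD below plate mean, unless failing retest; inactive means the rest, including hits failing retest or dose response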; further: some compounds called inactive have numbers as strong as hits; many of its hits are not listed in these tables
CRFBP-R2 agonist: agonists of human CRF-binding protein/CRF-R2 receptor complex | HEK293 CRF-R2/CRF-BP, calcium dye fluorescence (FLIPR); percent of saturating CRF peptide response | activation, % at 13.2 µM | hit rate 0.46% among 350,000;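 active means activation of at least 50%, plus an integration ratio under a set limit after plate pattern correction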;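 further: plate controls were neutral control wells without compound for no effect and CRF at EC100 for full effect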
CHRM4 PAM: CHRM4 positive allosteric modulation; hit rate 0.4% among 360,000; CHO-K1 hM4/Gqi5, Fluo-8 calcium fluorescence, ACh EC20; 0% = ACh EC20, 100% = maximal ACh; activation, % at 3 µM; AID 624126;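 active means activation above its plate's cutoff, the mean activation of sample wells plus 3 SD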; further: some results filed as inactive read as strong as hits
GalR3 antagonist: antagonists of human GalR3. O60755. inhibition, % at 3 µM. hit rate 0.44% among 360,000. HEK293 GalR3-CNG cAMP membrane potential fluorescence; galR3 body fused to GalR1 C-terminus;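 active means inhibition above the screen-wide average plus 3 SD, cut at about 13% in these data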;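 further: forskolin and galanin both at EC90 stimulate the cells; cAMP rise reported by CNG channel membrane potential dye signal; 0% = forskolin plus galanin with DMSO and 100% = forskolin alone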
PHOSPHO1 inh: blocks human PHOSPHO1 phosphatase activity; inhibition, % at 13.3 µM; Q8TCT1; AID 1565; recombinant PHOSPHO1, absorbance phosphatase assay; hit rate 1.1% among 290,000; in the data active means inhibition above about 60%
IDE inh: cellular human IDE inhibition | P14735 | HEK cells, FAbetaB cleavage, fluorescence polarization | inhibition, % at 5.59 µM | hit rate 0.41% among 320,000 | AID 434962;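 active means percent inhibition above the average of all tested compounds plus 3 SD, set per screening campaign, cut at about 16% in these data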;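 further: IDE supplied by intact live HEK cells; FP after avidin binding of uncleaved biotin substrate so inhibition keeps polarization high; 0% = DMSO wells and 100% = 60 µM reference IDE inhibitor Ii1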
MEKK3 PB1 HTS: modulators (inhibitors or enhancers) of MEK5 binding to human MEKK3 PB1 domain | bead-based flow cytometry, Alexa488-MEK5 binding to MEKK3; actives lie on both sides; 0 = blocked by unlabeled MEK5, 100 = vehicle | hit rate 1.4% among 290,000 | binding response (% of control), % at 10 µM;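 active means binding response more than 3 SD above or below the average of its plate-row segment, actives on both sides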;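 further: Alexa488 bead fluorescence after subtracting the streptavidin-only scavenger bead signal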
IDE act: boosts human insulin-degrading enzyme activity in HEK cells; P14735; FAbeta-B cleavage, fluorescence polarization; 0% vehicle, 100% cell-free pure enzyme wells; activation, % at 5.96 µM; hit rate 0.073% among 340,000;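 active means activation above the mean of all tested compounds plus 3 SD, set per screening campaign, cut at about 17% in these data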
Starred values were filed as active, the others as inactive; . = not tested or not shown.

No.	compound	CRFBP-R2 block	pCIP destab	CRFBP-R2 agonist	CHRM4 PAM	GalR3 antagonist	PHOSPHO1 inh	IDE inh	MEKK3 PB1 HTS	IDE act
1	Cc1cccc(OCC(=O)N=Nc2c(O)[nH]c3ccc([N+](=O)[O-])cc23)c1	10	-21	0.0	.	-4	33	2	107	.
2	O=C(CSc1nnnn1C1CCCC1)Nc1ccc(F)cc1	-33	6	1.1	-5	-6	62*	-2	102	-1
3	Cc1nn(C)c(C)c1C1C(C#N)=C(N)OC2=C1C(=O)CCC2 (stereo unspecified)	0	-4	-1.6	2	3	2	-6	100	4
4	CCCCn1c(=O)[nH]c(=O)c2c1nc(-c1ccsc1)n2Cc1ccccc1	19	-8	-4.7	16	1	12	-4	97	4
5	COCCCn1c(=O)/c(=C\c2ccccc2OC(F)F)s/c1=C(/C#N)C(=O)NC(C)C	-24	-22	7.1	-6	-11	-1	0	97	4
6	COCCNCC(=O)NC12CC3CC(CC(C3)C1)C2	-13	-25	-1.8	9	-4	3	-7	104	4
7	Cc1cccc2c(C(=O)N3CCCCC3)cc(-c3ccccc3)nc12	-11	2	1.4	6	-9	8	6	101	0
8	Cc1noc(NS(=O)(=O)c2ccc(NC(=O)/C=C/c3ccccc3)cc2)c1C	1	.	-1.4	3	1	.	2	.	2
9	Cc1cc(-c2nnc3sc(-c4ccc(Cl)cc4Cl)nn23)n[nH]1	8	-16	-2.8	5	0	-11	-1	106	2
10	CN(C)S(=O)(=O)c1cccc(C(=O)NCc2ccco2)c1	0	-1	-0.4	-1	-8	11	1	100	0
11	Oc1ccccc1CNc1ccc(Br)cn1	30	-12	0.6	-17	-7	-1	1	105	2
12	O=C(CN1CCN(C(=O)c2cc(C3CC3)nn2-c2ccccc2)CC1)Nc1ccc(F)cc1	37	.	-1.7	0	-3	.	.	.	.
13	COc1cc(OC)c(C2SCCS2)c(OC)c1	21	-8	1.4	-5	-5	21	8	93	3
14	CCCC(C(=O)NCCC(C)C)N(Cc1ccccc1)C(=O)c1snc(C(N)=O)c1N (stereo unspecified)	-7	12	0.7	-3	-4	24	-3	105	5
15	Cc1ccc(-c2csc(C3C(N)=NC(S)=C(C#N)C34CCCCC4)n2)cc1 (stereo unspecified)	9	-16	1.5	-6	-2	59	5	102	-7
16	O=C(Cc1cccc2ccccc12)Nc1nc(-c2cccc([N+](=O)[O-])c2)cs1	45	2	2.6	6	-2	4	-6	105	6
17	O=C(CN1CCN(c2ncc(C(F)(F)F)cc2Cl)CC1)NCCNc1ncc(C(F)(F)F)cc1Cl	-17	-1	4.5	5	3	5	4	111	3
18	COC(=O)c1sc(C(F)(F)F)c(-c2ccccc2)c1S(=O)(=O)N1CCOCC1	4	.	-0.2	-5	-2	.	.	.	0
19	NC(=O)c1ccc(-n2nnnc2SCC(=O)Nc2ccc(F)cc2)cc1	5	-1	1.0	-9	-8	16	-2	111	2
20	CCOc1nc(NC(=O)NS(=O)(=O)c2cccc(Cl)c2)nc(-c2ccccc2)n1	-2	-3	3.5	3	-3	-7	3	105	5
21	COC(=O)c1[nH]c2ccccc2c1NC(=O)CN1CCN(c2cccc(OC)c2)C(C)C1 (stereo unspecified)	-10	-2	-1.4	-9	-1	-27	-3	114	5
22	CC1(C)Cc2nc3sc4c(OCc5ccccc5)ncnc4c3cc2CO1	-26	-9	0.2	2	-4	35	4	98	0
23	CCCCOC(=O)CCn1[nH]c(=O)c2ccccc2c1=O	-7	-3	-1.6	2	0	9	4	92	6
24	CC(C)Cn1c(N)c(C(=O)COC(=O)c2cc3ccccc3cc2O)c(=O)n(C)c1=O	-2	.	-0.5	0	-1	.	6	.	5
25	S=C(NCCc1ccccc1)Nc1ncccn1	-4	.	-2.9	2	-7	.	.	.	7
26	OCCOCCNc1ncnc2sc(-c3ccccc3)cc12	11	-1	-1.4	-1	-6	9	3	100	1
27	Cn1nnnc1SCC(=O)c1ccc(Br)s1	25	3	-1.6	-6	-3	28	-2	102	1
28	NC(=O)COC(=O)[C@H](Cc1c[nH]c2ccccc12)NC(=O)c1ccc(F)cc1	-69	-2	3.8	1	-8	22	2	102	-3
29	CC(C)(C)N1OC2CC1c1nc3ccccc3n1C2 (stereo unspecified)	-1	6	0.2	5	-5	40	-3	110	1
30	CCOc1cc(C2C3=C(CCCC3=O)N(C)C3=C2C(=O)CCC3)cc(Cl)c1O	1	2	-1.2	23	-1	6	-1	103	-3
31	O=C(CCCc1cccs1)Nc1ccc2c(c1)OCO2	58*	8	1.8	-4	-8	12	5	103	2
32	O=C1CC2(CCCCC2)Oc2ccc(Cl)cc21	-4	.	-0.1	6	-5	.	-3	103	0
33	Cc1cc(C)n(-c2cc(Cl)ccc2[N+](=O)[O-])n1	-6	-10	0.5	19	-5	37	0	100	6
34	Cc1nonc1CC(=O)NC1CC(C)(C)Cc2c1cnn2-c1ccc(F)cc1 (stereo unspecified)	-3	-12	0.1	-1	-4	43	0	99	-1
35	O=c1[nH]c(C(Cl)Cl)nc2sc3c(c12)CCN(Cc1ccccc1)C3	5	-3	56*	2	4	-17	-1	89	2
36	Cc1nc2c(C)cccc2c2c1CCN2c1ccccc1F	25	1	1.0	-11	-7	-2	2	108	6
37	CC1CCC(NC(=O)C2CC(=O)N(c3ccc4c(c3)OCCO4)C2)CC1 (stereo unspecified)	3	14	-0.5	-1	-3	24	4	95	3
38	O=C(C[n+]1cc(-c2ccc(Cl)cc2)n2c1CCC2)Nc1nc(-c2ccc(F)cc2)cs1	-4	1	1.2	0	-7	8	-2	118	6
39	COc1ccc(NC(=O)C[C@H]2C(=O)N(CCc3ccccc3)C[C@@H]2Cc2ccccc2)cc1	-8	.	1.3	5	-7	.	.	.	.
40	Cc1ccc(C(=O)NCC(=O)Nc2ccc3c(c2)OCCO3)cc1	-3	.	-0.3	13	0	.	-2	.	-4
41	Cn1nc(-c2ccccn2)nc2c(=O)n(C)c(=O)nc1-2	4	31	-0.7	-5	-11	35	1	84	7
42	CN=C(Nc1ccc(C(=O)OC)s1)c1ccc(Cl)cc1	11	7	-0.3	-3	-6	32	2	59	4
43	O=C1C(Cl)=C(NCC2CCCO2)C(=O)N1C1CCCCC1 (stereo unspecified)	20	8	-0.8	5	-2	-52	4	92	3
44	CCC(=O)NC(Nc1nc(C)cs1)(C(=O)OC)C(F)(F)F (stereo unspecified)	20	-3	-0.5	-3	-1	-5	4	76	-1
45	Cc1cc([N+](=O)[O-])cnc1Sc1nccn1C	28	6	3.0	13	0	16	0	94	0
46	COc1ccc(NC(=O)CSc2nc3ccccc3nc2N2CCCC2)cc1Cl	26	-5	-0.3	-8	.	5	2	100	4
47	O=C(CCN1C(=O)C2C3C=CC(C3)C2C1=O)N1CCCCC1 (stereo unspecified)	12	-9	-0.5	2	-3	43	-5	94	3
48	Cc1cc(Nc2ccccc2Br)n2nc(C)nc2n1	-8	2	-1.8	-4	3	-11	3	104	2
49	Cc1cc(-c2[nH]nc3c2C(c2cccc(O)c2)C(C#N)=C(N)O3)c(C)s1 (stereo unspecified)	-19	-14	-0.7	4	3	-16	1	78	5
50	COc1ccccc1NC(=O)Nc1c(C)nn(C)c1C	15	-2	-1.4	1	8	-7	-1	94	6
51	Cn1cc(CN2CCC(C(=O)N3CCCC3)CC2)c(-c2ccccc2F)n1	14	-13	-0.8	-6	-4	44	1	99	6
52	C[C@H](CO)N1C[C@H](C)[C@@H](CN(C)S(=O)(=O)c2ccc(Oc3ccccc3)nc2)OCc2cn(nn2)CCCC1=O	-4	.	-1.4	3	-2	.	.	.	.
53	CCCC(=O)c1c[nH]c(C(=O)NCCCN2CCOCC2)c1	-29	5	3.6	10	-2	54	-5	102	5
54	CSc1nnc2n(-c3ccc(C)cc3)c(=O)c3c4c(sc3n12)COC(C(C)C)C4 (stereo unspecified)	31	-8	-3.3	5	-2	-2	4	103	2
55	C=C(C)C1CC=C(C)/C(=N/NC(=O)COc2cccc3ccccc23)C1 (stereo unspecified)	-25	-4	-0.7	8	0	-23	7	93	3
56	O=C(CCCn1c(=O)[nH]c2ccccc2c1=O)NC1CCCCCC1	-16	-12	-0.2	0	1	33	10	114	2
57	COC(=O)C(Cc1ccccc1)NCC(=O)Nc1cccc(Cl)c1C (stereo unspecified)	1	-15	-1.6	-3	-10	16	-1	96	4
58	CC(C)c1nc(-c2ccccc2)c(-c2ccccc2)[nH]1	-8	7	-2.4	13	-7	-14	-4	97	5
59	Cc1ccc(S(=O)(=O)c2nc(Nc3nccs3)sc2Cl)cc1	-8	-3	0.7	0	-4	-5	2	99	4
60	COc1ccc(NC(=O)Nc2nc3ccccc3s2)cc1	11	-4	-1.0	-10	-8	12	-2	99	6
61	CC(NC(=O)c1cc(Br)ccc1Cl)c1ccccc1 (stereo unspecified)	17	-10	0.3	-11	-4	18	-3	100	8
62	COc1ccc(Nc2nc(N)nc(CSc3nnc(N)s3)n2)cc1	-5	16	-0.2	-8	-1	0	4	100	6

11 entries out of the list, arranged by number of heavy atoms, ascending:
No.	compound	CRFBP-R2 block	pCIP destab	CRFBP-R2 agonist	CHRM4 PAM	GalR3 antagonist	PHOSPHO1 inh	IDE inh	MEKK3 PB1 HTS	IDE act
45	Cc1cc([N+](=O)[O-])cnc1Sc1nccn1C	28	6	3.0	13	0	16	0	94	0
61	CC(NC(=O)c1cc(Br)ccc1Cl)c1ccccc1 (stereo unspecified)	17	-10	0.3	-11	-4	18	-3	100	8
58	CC(C)c1nc(-c2ccccc2)c(-c2ccccc2)[nH]1	-8	7	-2.4	13	-7	-14	-4	97	5
60	COc1ccc(NC(=O)Nc2nc3ccccc3s2)cc1	11	-4	-1.0	-10	-8	12	-2	99	6
47	O=C(CCN1C(=O)C2C3C=CC(C3)C2C1=O)N1CCCCC1 (stereo unspecified)	12	-9	-0.5	2	-3	43	-5	94	3
35	O=c1[nH]c(C(Cl)Cl)nc2sc3c(c12)CCN(Cc1ccccc1)C3	5	-3	56*	2	4	-17	-1	89	2
49	Cc1cc(-c2[nH]nc3c2C(c2cccc(O)c2)C(C#N)=C(N)O3)c(C)s1 (stereo unspecified)	-19	-14	-0.7	4	3	-16	1	78	5
51	Cn1cc(CN2CCC(C(=O)N3CCCC3)CC2)c(-c2ccccc2F)n1	14	-13	-0.8	-6	-4	44	1	99	6
54	CSc1nnc2n(-c3ccc(C)cc3)c(=O)c3c4c(sc3n12)COC(C(C)C)C4 (stereo unspecified)	31	-8	-3.3	5	-2	-2	4	103	2
39	COc1ccc(NC(=O)C[C@H]2C(=O)N(CCc3ccccc3)C[C@@H]2Cc2ccccc2)cc1	-8	.	1.3	5	-7	.	.	.	.
52	C[C@H](CO)N1C[C@H](C)[C@@H](CN(C)S(=O)(=O)c2ccc(Oc3ccccc3)nc2)OCc2cn(nn2)CCCC1=O	-4	.	-1.4	3	-2	.	.	.	.
